HGIII-sPLA2 inh = Inhibits HGIII-sPLA2 liposome hydrolysis, primary screen; Q9NZ20; QFRET BODIPY PC-A2 liposome hydrolysis, fluorescence; inhibition, % at 12.2 µM; 370,000 tested, 0.56% active;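 active = inhibition above mean plus 3 SD of compounds lying within the high and low control bounds, cut at about 19% in these data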;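 note: 0% = median of test compound wells and 100% = no enzyme DMSO wells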
hcDAF12 agonist = H. contortus DAF-12 activation, primary screen; AID 652067; 370,000 tested, 1.4% active; activation, % at 6.8 µM; HEK293 hcDAF-12 lit1-tk-luc reporter, luminescence; 0% DMSO, 100% Δ7-dafachronic acid;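 active = activation above the mean of all tested compounds plus 3 SD, cut at about 5.5% in these data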;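 note: 100% = response to 3 µM Δ7-dafachronic acid high control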
FXN GAA850 act = activators of GAA850 frataxin (FXN) promoter; HEK293 lucGAA850 FXN promoter luciferase reporter, 24 h; percent of 10 µM SAHA response; activation, % at 6 µM; 360,000 tested, 0.56% active; AID 540364;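 active = activation above the average of all compounds screened plus 3 SD, cutoff fixed separately per campaign, cut at about 7.5% in these data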;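 note: 0% = DMSO wells and 100% = 10 µM SAHA wells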
hgDAF-12 ag = hgDAF-12 agonism, primary luciferase screen; HEK293 GAL4-hgDAF12 UAS-luciferase reporter, agonist luminescence; normalized to butyrate control; activation, % at 6.8 µM; 370,000 tested, 1.8% active; AID 687014;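 active = activation above a cutoff set at the mean of all screened compounds plus 3 SD, cut at about 10% in these data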;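 note: 0% = DMSO wells and 100% = sodium butyrate wells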
ssDAF12 agonist = S. stercoralis DAF-12 activation, primary screen. 370,000 tested, 1% active. activation, % at 6.8 µM. HEK293 ssDAF-12/GRIP1 lit1-tk-luc reporter, luminescence; % of 3 µM dafachronic acid response;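 active = activation above the mean over all tested compounds plus 3 SD, cut at about 0.9% in these data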;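 note: 0% = DMSO-only wells and 100% = 3 µM delta7-dafachronic acid wells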
NPR2 activator = GC-B (human) receptor activation; activation, % at 10 µM; 370,000 tested, 0.11% active; P20594; AID 1920062; HEK293-GC-B cells, CNP EC30, cGMP TR-FRET; 0% at EC30 CNP, 100% saturating CNP;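 active = activation at 10 µM reaching about 35% in either raw or pattern-adjusted values, limit read from the data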
Target sequence (P20594 whole entry, looked up): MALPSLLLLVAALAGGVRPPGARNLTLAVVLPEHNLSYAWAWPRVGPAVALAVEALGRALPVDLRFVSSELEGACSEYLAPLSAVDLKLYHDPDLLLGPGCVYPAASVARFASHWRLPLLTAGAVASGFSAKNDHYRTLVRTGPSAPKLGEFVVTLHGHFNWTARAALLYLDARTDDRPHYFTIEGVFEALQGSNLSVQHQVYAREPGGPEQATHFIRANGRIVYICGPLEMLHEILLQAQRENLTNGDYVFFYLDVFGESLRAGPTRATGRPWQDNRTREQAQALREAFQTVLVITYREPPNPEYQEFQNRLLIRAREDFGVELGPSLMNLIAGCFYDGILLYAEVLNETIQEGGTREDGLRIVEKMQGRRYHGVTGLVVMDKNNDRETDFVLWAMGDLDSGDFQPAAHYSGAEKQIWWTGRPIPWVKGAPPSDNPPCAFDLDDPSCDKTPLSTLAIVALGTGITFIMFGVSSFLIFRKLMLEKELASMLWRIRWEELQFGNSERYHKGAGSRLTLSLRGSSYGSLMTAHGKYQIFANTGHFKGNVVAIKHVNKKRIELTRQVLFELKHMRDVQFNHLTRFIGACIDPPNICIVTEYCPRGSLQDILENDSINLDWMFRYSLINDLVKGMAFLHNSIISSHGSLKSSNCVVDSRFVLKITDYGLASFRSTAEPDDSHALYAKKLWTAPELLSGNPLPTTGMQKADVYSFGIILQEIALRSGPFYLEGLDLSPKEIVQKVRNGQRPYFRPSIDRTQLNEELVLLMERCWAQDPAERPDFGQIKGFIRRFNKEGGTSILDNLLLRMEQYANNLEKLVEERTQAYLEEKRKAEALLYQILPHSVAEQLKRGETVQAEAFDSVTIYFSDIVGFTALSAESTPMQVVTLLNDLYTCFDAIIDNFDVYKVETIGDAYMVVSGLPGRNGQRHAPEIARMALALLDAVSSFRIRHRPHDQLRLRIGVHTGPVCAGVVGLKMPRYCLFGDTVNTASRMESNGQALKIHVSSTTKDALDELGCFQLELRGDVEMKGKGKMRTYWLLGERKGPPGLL
DAX1 inh-1 = NR0B1 (DAX1) inhibition; 340,000 tested, 0.99% active; AID 504766; HEK293 Gal4-DAX1 luciferase reporter, luminescence; inhibition, % at 6.75 µM;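 active = inhibition above the mean over all tested compounds plus 3 SD, cut at about 4.2% in these data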;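 note: 0% = DAX1-transfected cells with DMSO and 100% = empty-vector control cells with DMSO; inhibition shows as a rise in luminescence from relieved DAX1 repression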
ADAM10 inh = ADAM10 inhibition, QFRET primary screen. O14672. recombinant ADAM10, EDANS/DABCYL FRET peptide cleavage, 3 h. inhibition, % at 7 µM. 370,000 tested, 0.62% active;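 active = inhibition above a per-campaign cutoff equal to the mean of compounds falling between control-based bounds plus 3 SD, cut at about 20% in these data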;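 note: 0% = DMSO wells while the 100% control is not disclosed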
DAX1 inh-2 = DAX1 (NR0B1) inhibition, primary screen; inhibition, % at 6.8 µM; HEK293T StAR-luciferase reporter, SF-1/DAX-1 repression relief; 370,000 tested, 1.1% active; AID 652010;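 active = inhibition above the mean over all tested compounds plus 3 SD, cut at about 3.6% in these data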;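 note: 0% = DAX-1 cells with DMSO and 100% = cells lacking DAX-1 with DMSO; higher inhibition means more luminescence from relief of DAX-1 repression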
SMARCA2 activ = increases SMARCA2 function in MMTV reporter cells | MG213 cells, MMTV-luciferase reporter, dexamethasone, overnight | activation, % at 9.1 µM | 370,000 tested, 1% active; in the data active = activation above about 7.8%;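 note: 0% = vehicle wells and 100% = reference activator wells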
GC-A act = GC-A (human) enzyme activation; AID 1671463; 370,000 tested, 0.14% active; P16066; HEK293 GC-A cells, cGMP TR-FRET, EC30 ANP; 0% at EC30 ANP, 100% saturating ANP; activation, % at 10 µM; in the data active = activation above about 40%
The depositor's hits bear a star.

Screening NC(=O)C1CCN(C(=O)c2cc(-c3ccccc3Cl)nc3ccccc23)CC1 returned HGIII-sPLA2 inh 5, hcDAF12 agonist 1.8, FXN GAA850 act 0.0, hgDAF-12 ag 1.9, ssDAF12 agonist -1.4, NPR2 activator 3, DAX1 inh-1 0.9, ADAM10 inh -14, DAX1 inh-2 0.1, SMARCA2 activ -2 and GC-A act -1.
CCOc1ccc(N(CC(=O)NC2CCCC2)C(=O)c2ccc(C)s2)cc1 was read as HGIII-sPLA2 inh 1, hcDAF12 agonist -1.7, FXN GAA850 act -0.9, hgDAF-12 ag -0.3, ssDAF12 agonist -1.0, NPR2 activator 6, DAX1 inh-1 0.6, ADAM10 inh 0, DAX1 inh-2 -0.2, SMARCA2 activ -3 and GC-A act -4.
For Cc1ccc(F)cc1-c1cc(C(=O)NCc2cc(C(F)(F)F)cc(C(F)(F)F)c2)[nH]n1 the results were HGIII-sPLA2 inh 0, hcDAF12 agonist -1.6, FXN GAA850 act 1.3, hgDAF-12 ag -2.2, ssDAF12 agonist -1.1, NPR2 activator -1, ADAM10 inh -2, DAX1 inh-2 0.2, SMARCA2 activ 1 and GC-A act 0.
`CCOC(=O)c1ccc([N+](=O)[O-])c(CS(=O)(=O)c2ccc(Cl)cc2)c1` gave HGIII-sPLA2 inh -21, hcDAF12 agonist -0.6, FXN GAA850 act 0.5, hgDAF-12 ag -3.7, ssDAF12 agonist -1.4, NPR2 activator -1, DAX1 inh-1 -0.6, ADAM10 inh 4, DAX1 inh-2 0.2, SMARCA2 activ 0 and GC-A act -3.
`COc1ccc(CC2(CO)CCN(Cc3cccc(OC)c3OC)CC2)cc1` gave HGIII-sPLA2 inh -2, hcDAF12 agonist -0.1, FXN GAA850 act 0.5, hgDAF-12 ag 2.4, ssDAF12 agonist -1.1, NPR2 activator -6, DAX1 inh-1 0.4, ADAM10 inh -6, DAX1 inh-2 0.8, SMARCA2 activ -2 and GC-A act -5.
O=C(O)C1CCC(=O)N(C2CCCCC2)C1c1ccccc1Cl (configuration not stated) was read as HGIII-sPLA2 inh 0, hcDAF12 agonist 1.0, FXN GAA850 act 0.7, hgDAF-12 ag 1.8, ssDAF12 agonist -0.9, NPR2 activator 3, DAX1 inh-1 1.1, ADAM10 inh 5, DAX1 inh-2 0.5, SMARCA2 activ -2 and GC-A act 4.
COc1ccc(OC)c(CCNC(=O)CCc2nnc3ccc(N4CCCCC4)nn23)c1 was read as HGIII-sPLA2 inh 5, hcDAF12 agonist -2.3, FXN GAA850 act -0.1, hgDAF-12 ag -0.4, ssDAF12 agonist -1.4, NPR2 activator -7, DAX1 inh-1 0.2, ADAM10 inh 3, DAX1 inh-2 -0.3, SMARCA2 activ -2 and GC-A act -18.
Screening CCc1ccc(CN(C)C(=O)c2cc(S(=O)(=O)N3CCOCC3)ccc2N2CCCC2)cc1 returned HGIII-sPLA2 inh 7, hcDAF12 agonist -2.0, FXN GAA850 act 0.7, hgDAF-12 ag -1.5, ssDAF12 agonist -1.5, NPR2 activator 5, DAX1 inh-1 -1.2, ADAM10 inh -33, DAX1 inh-2 0.8, SMARCA2 activ -3 and GC-A act 1.
`Cc1cc(Cl)ccc1N(CC(=O)NCc1ccccc1)S(C)(=O)=O` gave HGIII-sPLA2 inh 6, hcDAF12 agonist -1.7, FXN GAA850 act 1.2, hgDAF-12 ag -2.2, ssDAF12 agonist 0.4, NPR2 activator -7, DAX1 inh-1 -1.0, ADAM10 inh 1, DAX1 inh-2 0.3, SMARCA2 activ -4 and GC-A act -3.
For COc1ccc(-n2c(=S)[nH]c3[nH]ncc3c2=O)cc1 the results were HGIII-sPLA2 inh 2, hcDAF12 agonist -1.1, FXN GAA850 act 1.3, hgDAF-12 ag 3.5, ssDAF12 agonist -1.3, NPR2 activator 1, ADAM10 inh 4, DAX1 inh-2 -0.3, SMARCA2 activ 3 and GC-A act 0.
`CN1CCN(C(=S)NC(=O)c2ccc(-c3ccccc3)cc2)CC1` gave HGIII-sPLA2 inh 4, hcDAF12 agonist -1.4, FXN GAA850 act 0.1, hgDAF-12 ag 1.7, ssDAF12 agonist -0.4, NPR2 activator -2, DAX1 inh-1 0.0, ADAM10 inh -1, DAX1 inh-2 0.3, SMARCA2 activ 2 and GC-A act 5.
`COC(=O)c1cc(C(=O)OC)cc(-n2c(C)cc(C(=O)CC#N)c2C)c1` gave HGIII-sPLA2 inh -10, hcDAF12 agonist 0.5, FXN GAA850 act 0.3, hgDAF-12 ag -1.4, ssDAF12 agonist -1.4, NPR2 activator 7, DAX1 inh-1 -0.1, ADAM10 inh -33, DAX1 inh-2 0.5, SMARCA2 activ -1 and GC-A act 8.
CC[C@@H](NCCCn1cnc2c(SC)ncnc21)c1ccccc1 was read as HGIII-sPLA2 inh -6, hcDAF12 agonist -1.5, FXN GAA850 act -0.2, hgDAF-12 ag 9.4, ssDAF12 agonist -0.6, NPR2 activator -1, DAX1 inh-1 2.2, ADAM10 inh -9, DAX1 inh-2 0.9, SMARCA2 activ 0 and GC-A act 0.
`COc1cc(/C=N/NC(=O)CCn2cnc(-c3ccccc3)c2-c2ccccc2)ccc1O` gave HGIII-sPLA2 inh -24, hcDAF12 agonist -1.9, FXN GAA850 act -1.0, hgDAF-12 ag 1.9, ssDAF12 agonist -1.6, NPR2 activator -12, DAX1 inh-1 -1.2, ADAM10 inh 2, DAX1 inh-2 -2.2, SMARCA2 activ 2 and GC-A act -19.
`CN1CCN(C(=O)c2ccc(N3CCCC3=O)cc2)CC1` gave HGIII-sPLA2 inh 8, hcDAF12 agonist -0.8, FXN GAA850 act -2.5, hgDAF-12 ag 1.0, ssDAF12 agonist -0.7, NPR2 activator 5, DAX1 inh-1 0.3, ADAM10 inh -5, DAX1 inh-2 0.3, SMARCA2 activ 2 and GC-A act 2.
CCOC(=O)NC1(C(F)(F)F)NC(=O)N(C2CCCCC2)C1=O (configuration not stated) was read as HGIII-sPLA2 inh 1, hcDAF12 agonist -0.7, FXN GAA850 act 0.0, hgDAF-12 ag -2.5, ssDAF12 agonist -0.8, NPR2 activator -1, DAX1 inh-1 -0.2, ADAM10 inh 14, DAX1 inh-2 0.1, SMARCA2 activ 0 and GC-A act 1.
Screening CN(C)S(=O)(=O)c1cccc(NC(=O)CSc2nnnn2-c2ccccc2)c1 returned HGIII-sPLA2 inh -11, hcDAF12 agonist -2.8, FXN GAA850 act -1.6, hgDAF-12 ag -5.5, ssDAF12 agonist -1.7, NPR2 activator -2, DAX1 inh-1 -1.8, ADAM10 inh 3, DAX1 inh-2 -1.7, SMARCA2 activ -3 and GC-A act -2.
Screening O=C(COC(=O)c1ccc(Br)cc1)NCc1ccc(F)cc1 returned HGIII-sPLA2 inh -1, hcDAF12 agonist 0.8, FXN GAA850 act -0.9, hgDAF-12 ag -2.5, ssDAF12 agonist -1.4, NPR2 activator -6, DAX1 inh-1 -0.6, ADAM10 inh 7, DAX1 inh-2 -0.2, SMARCA2 activ 5 and GC-A act 0.
CCCC(=O)NCC(c1cccs1)S(=O)(=O)c1ccc(C)cc1 (configuration not stated) was read as HGIII-sPLA2 inh 5, hcDAF12 agonist -0.6, FXN GAA850 act -1.1, hgDAF-12 ag -1.1, ssDAF12 agonist -0.9, NPR2 activator 5, DAX1 inh-1 -0.3, ADAM10 inh -7, DAX1 inh-2 0.1, SMARCA2 activ -1 and GC-A act 3.
For Cn1c(=O)c2cc(NC(=S)NC3CCCCC3)ccc2n1Cc1ccc(F)cc1 the results were HGIII-sPLA2 inh 0, hcDAF12 agonist -0.2, FXN GAA850 act -1.6, hgDAF-12 ag -2.2, ssDAF12 agonist -2.3, NPR2 activator 8, ADAM10 inh inactive, DAX1 inh-2 -2.0, SMARCA2 activ 0 and GC-A act 4.
Nc1[nH]c(C(=O)c2ccc(Br)cc2)c(-c2ccc(Cl)cc2Cl)c1C(=O)NCCc1c[nH]c2ccccc12 was read as HGIII-sPLA2 inh -25, hcDAF12 agonist 0.7, hgDAF-12 ag 1.2, ssDAF12 agonist 1.1*, NPR2 activator 3, ADAM10 inh 1, DAX1 inh-2 0.5, SMARCA2 activ -5 and GC-A act -3.
For Cn1ccc2cc(NC(=O)Nc3cccnc3)ccc21 the results were HGIII-sPLA2 inh 6, hcDAF12 agonist 0.8, FXN GAA850 act 2.7, hgDAF-12 ag 4.0, ssDAF12 agonist -0.3, NPR2 activator -2, DAX1 inh-1 0.4, ADAM10 inh -13, DAX1 inh-2 0.6, SMARCA2 activ 0 and GC-A act 1.
O=C(CCCn1c(=S)[nH]c2ccsc2c1=O)Nc1ccc2c(c1)OCCO2 was read as HGIII-sPLA2 inh 13, hcDAF12 agonist -5.6, FXN GAA850 act -9.1, hgDAF-12 ag -14, ssDAF12 agonist -3.0, NPR2 activator -3, DAX1 inh-1 -1.4, ADAM10 inh 1, DAX1 inh-2 -3.9, SMARCA2 activ -7 and GC-A act -3.
For C=CCn1cc(C(C)=O)c(=O)[nH]c1=O the results were HGIII-sPLA2 inh 0, hcDAF12 agonist -1.5, FXN GAA850 act 0.2, hgDAF-12 ag -2.4, ssDAF12 agonist -1.2, NPR2 activator 2, DAX1 inh-1 -1.1, ADAM10 inh -1, DAX1 inh-2 -0.2, SMARCA2 activ -1 and GC-A act -2.
`C(=C\c1ccccc1)/CN1CCN(C(c2ccccc2)c2ccccc2)CC1` gave HGIII-sPLA2 inh -10, hcDAF12 agonist 0.6, FXN GAA850 act -1.5, hgDAF-12 ag 1.3, ssDAF12 agonist -1.3, NPR2 activator -1, DAX1 inh-1 -0.2, ADAM10 inh 4, DAX1 inh-2 -1.6, SMARCA2 activ 5 and GC-A act -3.
Screening c1ccc2c(c1)nc(-c1ccncc1)n1nnnc21 returned HGIII-sPLA2 inh 0, hcDAF12 agonist -1.0, FXN GAA850 act 3.0, hgDAF-12 ag 2.4, ssDAF12 agonist -1.4, NPR2 activator -4, DAX1 inh-1 -0.3, ADAM10 inh 9, DAX1 inh-2 -1.0, SMARCA2 activ 2 and GC-A act -3.
Screening Cc1cccc(C(=O)NCc2nnc(SCC(=O)Nc3nncs3)n2C)c1 returned HGIII-sPLA2 inh 5, hcDAF12 agonist -1.0, FXN GAA850 act 0.7, hgDAF-12 ag -0.1, ssDAF12 agonist -0.9, NPR2 activator -1, DAX1 inh-1 0.8, ADAM10 inh 12, DAX1 inh-2 -0.1, SMARCA2 activ 0 and GC-A act 0.
For CCOc1ccc(NC(=O)c2csc3c2CCCC3)cc1 the results were HGIII-sPLA2 inh -2, hcDAF12 agonist 5.6*, FXN GAA850 act 4.8, hgDAF-12 ag 18*, ssDAF12 agonist 0.0, NPR2 activator -5, DAX1 inh-1 0.7, ADAM10 inh 3, DAX1 inh-2 7.1*, SMARCA2 activ 4 and GC-A act 0.
For COC(=O)CSC1=C(C#N)C(=O)NC2(CCCCC2)S1 the results were HGIII-sPLA2 inh 4, hcDAF12 agonist 0.1, FXN GAA850 act 0.3, hgDAF-12 ag 3.3, ssDAF12 agonist -0.9, NPR2 activator 0, DAX1 inh-1 0.6, ADAM10 inh 3, DAX1 inh-2 0.1, SMARCA2 activ -4 and GC-A act 2.

Assay outcomes from PubChem BioAssay.
